Screens: PubChem, National Center for Advancing Translational Sciences (NCATS)
TrxR1 inh = inhibitors of rat thioredoxin reductase 1; O89049; recombinant rTrxR1, NADPH fluorescence consumption, selenite substrate; Potency, µM (highest dose often 114 µM), for the others: at the highest dose activity change, negative = inhibition, actives largely listed as inhibitors; hit rate 1% among 390,000; AID 588453; also: potency is read from the fitted curve at half-maximal effect; % is scaled to controls: 0 for no effect and ±100 for the full control effect; nearly all actives have a fitted effect of over 65% in size
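Rat TrxR1 (90 nM in the dispensed reagent) was pre-reduced with 400 uM NADPH for 5 min at room temperature, then incubated with compound for 15 min. After 400 uM selenite was added, NADPH fluorescence (Ex 340/Em 450 nm) was followed for 8 min.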
IDH1 R132H inh = human IDH1 R132H inhibition; AID 602179; hit rate 0.093% among 390,000; IDH1-R132H enzyme, NADPH consumption, diaphorase/resazurin fluorescence; O75874; Potency, µM (series often up to 76.6 µM), inactives show top-dose activity change, negative = inhibition, most hits filed as inhibitors; also: potency is read from the fitted curve at half-maximal effect; % is scaled to controls: 0 for no effect and ±100 for the full control effect; nearly all actives have a fitted effect of over 65% in size
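IDH1-R132H (0.5 ug/mL) preincubated 30 min with compound, then NADPH (0.016 mM) and alpha-KG (2 mM) added; 80 min at RT, pH 7.5. Remaining NADPH coupled via diaphorase/resazurin to fluorescence (540/590 nm); concentration-response curves normalized to no-enzyme control.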
TrxR1 substrate = substrates of rat thioredoxin reductase 1. Potency, µM (top dose mostly 114 µM), inactives show at the highest dose activity change, negative = substrate turnover. O89049. hit rate 0.01% among 390,000. purified TrxR1 substrate turnover, NADPH consumption readout. AID 588456; also: potency is read from the fitted curve at half-maximal effect; % is scaled to controls: 0 for no effect and ±100 for the full control effect; nearly all actives have a fitted effect of over 50% in size
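Rat TrxR1, dispensed at 90 nM, was prereduced with 400 uM NADPH (final) for 5 min at ~22 deg C, then incubated with compound 15 min before 400 uM selenite. A first-read NADPH fluorescence drop versus no-compound background flagged substrates.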
D2 ag = D2 dopamine receptor (human) agonism; P14416; HEK293 T-REx D2 cells, calcium flux agonist mode; activation, % at 2 µM; hit rate 0.53% among 340,000;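 active = activation over 3 SD above normal in the single-dose calcium agonist read, cut at about 30% in these data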; also: 0% is about no effect
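Agonism is scored from calcium flux in a force-coupled, inducible HEK293 cell line expressing D2, read kinetically for 180 s after compound addition against dopamine controls.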
PI4K2A inh = inhibitors of human PI4K2A | Q9BTU6 | purified PI4K2A, ADP-Glo luminescence, 1 h; hits give low values | activity change, negative = inhibition, % at 76.9 µM | hit rate 0.13% among 420,000 | AID 1346378; in the data active = activity change below about -50%; inconclusive = mostly about -30% to -49%;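 also: -100% = wells without enzyme as full effect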
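Compounds are screened against recombinant PI4K2A using PI as substrate and ATP, the latter dispensed at 300 microM. Reactions run one hour at ambient temperature before ADP-Glo detection; full inhibition defined by wells lacking enzyme.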
TRHR ag = TRH receptor (human) agonism | P34981 | TRHR cells, calcium flux fluo-8, FDSS agonist mode | activation, % at 2 µM | hit rate 0.18% among 360,000; in the data active = activation above about 30%; also: 0% is about no effect
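Steps: seed TRHR cells overnight; add fluo-8 no-wash Ca dye, RT 30 min–1.5 h; record 10 s baseline; pin-transfer compounds; monitor fluorescence 1 cycle/s for the agonist window. Calcium increases flag candidate agonists.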
TRHR enhancer = allosteric enhancers of human TRH receptor; enhancement, % at 2 µM; P34981; hit rate 0.66% among 360,000; TRHR cells, fluo-8 calcium fluorescence, EC20 TRH enhancement; in the data active = enhancement above about 30%; also: 0% is about no effect
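TRHR-expressing cells loaded with fluo-8 calcium dye were read kinetically (ex 480/em 530) during compound addition, then stimulated with an EC20 of TRH (10 nM final). Enhancement of the Gq-mediated intracellular calcium response was scored.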
USP1 inh = inhibitors of human USP1/UAF1 deubiquitinase; O94782; recombinant USP1/UAF1, Ub-Rhodamine cleavage fluorescence; Potency, µM (doses to about 57.1 µM), for inactives: at the top dose activity change, negative = inhibition, usual class: inhibitors; hit rate 0.23% among 390,000; AID 743255; also: potency is read from the fitted curve at half-maximal effect; % is scaled to controls: 0 for no effect and ±100 for the full control effect; nearly all actives have a fitted effect of over 60% in size; inactives centre near -12
Target sequence (O94782 whole entry, looked up): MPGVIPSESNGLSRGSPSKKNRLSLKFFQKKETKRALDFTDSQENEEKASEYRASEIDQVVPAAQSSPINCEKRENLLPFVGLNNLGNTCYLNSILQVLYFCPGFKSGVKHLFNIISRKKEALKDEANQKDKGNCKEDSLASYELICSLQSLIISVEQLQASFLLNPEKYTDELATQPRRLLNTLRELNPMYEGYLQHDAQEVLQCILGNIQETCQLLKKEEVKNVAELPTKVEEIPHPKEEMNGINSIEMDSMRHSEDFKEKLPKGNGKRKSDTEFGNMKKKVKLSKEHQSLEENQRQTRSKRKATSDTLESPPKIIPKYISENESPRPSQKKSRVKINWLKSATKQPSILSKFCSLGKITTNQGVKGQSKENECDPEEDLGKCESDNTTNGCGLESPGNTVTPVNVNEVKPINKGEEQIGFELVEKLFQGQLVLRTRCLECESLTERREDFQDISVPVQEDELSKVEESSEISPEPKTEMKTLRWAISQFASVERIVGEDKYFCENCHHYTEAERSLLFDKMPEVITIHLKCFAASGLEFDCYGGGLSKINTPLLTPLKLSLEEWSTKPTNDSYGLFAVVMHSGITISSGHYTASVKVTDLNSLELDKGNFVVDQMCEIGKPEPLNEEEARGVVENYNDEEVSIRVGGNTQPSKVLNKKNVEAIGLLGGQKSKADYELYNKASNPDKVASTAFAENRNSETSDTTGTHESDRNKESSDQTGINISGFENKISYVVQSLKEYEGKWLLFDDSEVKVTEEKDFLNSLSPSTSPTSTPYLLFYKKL
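USP1/UAF1 complex (1 nM) preincubated 15 min at room temperature with compound, then Ub-Rho substrate (150 nM final) added. Kinetic fluorescence at 480/540 nm over 6 reads at 60 s intervals; 50 mM HEPES pH 7.8, 0.5 mM EDTA, 0.1 mg/ml BSA, 1 mM TCEP, 0.01% Tween-20.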
D2 antag = antagonizes the human D2 dopamine receptor; P14416; HEK293 TREx D2 cells, calcium flux, dopamine EC80; inhibition, % at 10 µM; hit rate 2% among 340,000; AID 485344; in the data active = inhibition above about 30%; also: 0% is about no effect
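Calcium mobilization kinetics were recorded at 1 s intervals in tetracycline-induced HEK293 T-REx D2 cells, first for 180 s after compound addition and then 180 s after EC80 dopamine.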
Starred values were filed as active, the others as inactive; ? = inconclusive; . = no result given; [ ] = remark or other dose. Unless noted, calls follow the shape of the dose curve; as a rule, active = well fitted inhibition curve with a large enough effect; inconclusive = small, poorly fitted or top-dose-only effect; inactive = no such curve, though single readings can be large or run the other way. Hits appear at their usual frequency; 3.9% or so of the library scored in one or more.

SMILES | TrxR1 inh | IDH1 R132H inh | TrxR1 substrate | D2 ag | PI4K2A inh | TRHR ag | TRHR enhancer | USP1 inh | D2 antag
Cc1ccccc1C(=O)NCC(=O)OC(C)C(=O)Nc1ccnn1C(C)C (stereo unspecified) | -3% | 1% | -4% | 0.1 | 3 | -0.1 | -3 | -3% | -16
O=S(=O)(Nc1ncccn1)c1ccc(Nc2ncnc3ccccc23)cc1 | -4% | 13% | -3% | 1.4 | -4 | 0.3 | 1 | -24% | 4
S=C(NCCc1ccc(Cl)cc1)NC1CCCCC1 | 15%[57.1 µM] | 8% | 8%[57.1 µM] | . | -2 | 2.5 | -4 | -22% | .
COc1ccc(CC(=O)N2CCN(S(=O)(=O)c3cc(Cl)ccc3Cl)CC2)cc1 | 12% | 0% | 6% | 0.7 | -1 | -0.6 | -3 | -15% | -14
CC(C)(C)NCc1cc(Cl)ccc1OCc1cccs1 | 0% | 7% | -4% | 1.1 | -6 | 4.9 | -10 | -18% | 6
CC(=O)Nc1ccc(Nc2ccc(N3C(=O)CCCC3=O)cc2[N+](=O)[O-])cc1 | -15% | 12% | -11% | 0.2 | 0 | 0.3 | 2 | -16% | 12
COc1ccc(Cl)cc1-n1c(C)cc(C(=O)OCC(=O)N2CC(=O)Nc3ccccc32)c1C | 11% | -3% | -2% | -0.5 | -1 | -0.6 | -13 | -7% | -20
COc1cc(NC(=O)C2CCN(S(=O)(=O)c3c(C)noc3/C=C/c3c(C)cc(C)cc3C)CC2)cc(OC)c1 | 11%[57.1 µM] | 10% | -1%[57.1 µM] | 0.6 | -3 | 1.3 | 3 | -25% | .
O=C(c1cccc(S(=O)(=O)N2CCCCCC2)c1)N1CCN(c2ccccc2F)CC1 | 14% | 1% | -1% | 0.2 | -1 | -1.3 | -4 | -3% | -7
COc1ccc(NC(=S)N2CCC(C(=O)c3ccc(OC)cc3)CC2)cc1 | -2%[57.1 µM] | -1% | -5%[57.1 µM] | -1.4 | -1 | -0.1 | 6 | -22% | 5
Cc1ccc(S(=O)(=O)N2CCN(C(=O)C3=COCCO3)CC2)cc1C | 10%[57.1 µM] | 4% | 2%[57.1 µM] | -0.4 | -5 | -0.2 | 0 | 7% | -6
CCCCCCSc1ccc([C@H]2N[C@@](Cc3ccccc3)(C(=O)OC)[C@H]3C(=O)N(CC)C(=O)[C@@H]23)cc1 | 14%[57.1 µM] | 8% | 3%[57.1 µM] | 3.4 | -1 | 2.1 | 9 | -10% | 8
CN1C(=O)CSC1=Nc1cccc(C(=O)O)c1 | 27%[2.29 µM] | 7% | -1% | 0.0 | 3 | 1.8 | 13 | -16% | 4
COc1ccc(N2CCN(C(=O)Cc3ncc(C(F)(F)F)cc3Cl)CC2)cc1 | 13% | 18% | -4% | 0.5 | 0 | 0.2 | 11 | -4% | 12
CC1=NNC(=O)C1Cc1ccccc1 (stereo unspecified) | -7% | -1% | -7% | . | -7 | . | . | -26% | .
CCN(CC)c1ccc(/C=N/NC(=O)c2ccc3nc[nH]c3c2)cc1 | ? | 6% | -11% | -1.6 | 6 | -0.8 | -9 | -11% | 2
CCCOc1ccccc1C1CC(=O)NC2=C1C(=O)CCC2 (stereo unspecified) | 10%[57.1 µM] | 4% | 9%[57.1 µM] | 1.0 | 2 | 1.6 | 5 | -15% | -6
COc1cccc(-c2noc(C3CC(=O)N(c4ccc(F)cc4)C3)n2)c1OC (stereo unspecified) | -15%[57.1 µM] | 0% | -9%[57.1 µM] | 1.8 | 3 | 0.2 | 4 | -16% | .
COc1cccc(NC(=O)c2ccc3nc(CCc4ccccc4)oc3c2)c1 | 20%[57.1 µM] | 14% | -2%[57.1 µM] | 0.1 | -3 | 1.5 | -2 | -25% | .
O=C(Nc1ccc(Cl)cn1)c1ccc2nccnc2c1 | 2% | -5% | -1% | -0.5 | -2 | -0.2 | 6 | -29% | -21
CCOCCCNC(=O)/C(C#N)=C/c1cc(C)c(O)c(C)c1 | -10%[57.1 µM] | 19% | -7%[57.1 µM] | -0.4 | -6 | 1.0 | -3 | -19% | -4
Cc1ccc(NC(=O)C(C)Sc2nnc3ccccn23)cc1 (stereo unspecified) | 6% | 9% | 2% | . | -5 | . | . | -23% | .
Cc1cc(=O)n2nc(N3CCCC(C(=O)NCc4ccccc4)C3)sc2n1 (stereo unspecified) | 6%[57.1 µM] | -3% | -3%[57.1 µM] | -0.4 | 3 | -0.1 | -4 | ? | 14
CCC(C(=O)N1CCOCC1)n1c2ccccc2c2nc(=O)cc(C)n21 (stereo unspecified) | -4% | 0% | 3% | 0.7 | 7 | 0.4 | 2 | -11% | -20
CCC(=O)OCc1cc(=O)n2nc(C3CC3)sc2n1 | 23%[57.1 µM] | 5% | 5%[57.1 µM] | 0.6 | 6 | 0.6 | 6 | -23% | .
Further structures follow:
SMILES | TrxR1 inh | IDH1 R132H inh | TrxR1 substrate | D2 ag | PI4K2A inh | TRHR ag | TRHR enhancer | USP1 inh | D2 antag
Cc1cc(C)nc(-n2nc(C)c3c2NC(=O)CC3c2cc(F)ccc2F)n1 (stereo unspecified) | 16% | 6% | -2% | 1.2 | -1 | 0.4 | 4 | -19% | .
O=C(COc1ccc(F)c(Cl)c1)c1ccc[nH]1 | -11% | 1% | 8%[57.1 µM] | 0.2 | -3 | 0.2 | -10 | -11% | -7
Cc1ccc(NC(=O)CSc2nc3c(c(=O)[nH]2)CN(Cc2ccccc2)CC3)cc1Cl | 26% | -18% | 9% | -0.7 | -3 | 0.1 | -3 | -6% | .
CCOc1ccccc1NC(=O)CSc1nnc(CNC(=O)c2cccs2)o1 | 19% | -4% | 4% | -0.5 | -1 | -0.7 | -2 | -22% | -6
Cc1ccc(CNc2nc(-c3ccco3)nn2C(=O)c2ccccc2[N+](=O)[O-])cc1 | 3% | 0% | -2% | -1.9 | 3 | -1.7 | 37* | -17% | .
CCOC(=O)c1c(-c2ccc(F)cc2)cn2ccccc12 | 16%[57.1 µM] | 3% | -4%[57.1 µM] | -0.5 | -1 | -1.1 | 17 | -16% | -7
O=C(CC1OC(=O)c2ccccc21)Nc1ccc(Cl)c(S(=O)(=O)N2CCCCC2)c1 (stereo unspecified) | 23% | 2% | 4% | 0.8 | -5 | -1.7 | 4 | -15% | -1
CCc1ccc(-c2cc(C)no2)cc1S(=O)(=O)N1CCC(C)CC1 | 13% | -8% | -4% | . | -2 | 0.2 | -3 | -17% | .
N#CC1=C(N)Oc2n[nH]c(-c3cccs3)c2C1c1ccccc1C(=O)O (stereo unspecified) | 20%[57.1 µM] | 1% | 1%[57.1 µM] | -0.1 | -6 | 0.5 | -4 | -18% | 6
O=C(Nc1cnccn1)c1cccnc1 | 18% | 7% | 10% | . | -13 | 0.6 | 3 | -12% | .
CN(CC(=O)Nc1cccc(F)c1)C(=O)c1cc(-c2ccco2)nc2ccccc12 | ? | 4% | 276%[activator] | 0.4 | -16 | 1.0 | -9 | 0% | 2
Cc1ccc(S(=O)(=O)N2CCN(C(=O)COC(=O)CCOc3cc(C)ccc3C)CC2)cc1 | -7% | -2% | -14% | -0.6 | 0 | -0.1 | 1 | 0% | -24
COc1ccc(OC)c(-c2cc(C(=O)Nc3cc(C)n(Cc4ccc(Cl)cc4)n3)no2)c1 | 12% | 8% | 7% | 0.7 | -5 | 1.2 | -5 | -24% | -3
CC(=O)NNc1cc(=O)c2c(=O)n(C)c(=O)n(C)c2[nH]1 | 42%[activator] | -2% | -2% | 0.1 | 0 | 0.3 | -3 | 5% | -18
O=C(O)c1ccccc1SCc1ccc2c(c1)OCO2 | -7% | 6% | -9% | 0.2 | 1 | 0.5 | 5 | -6% | 8
